From PubChem BioAssay
aDG glyco up – alpha-DG glycosylation activation; Pro5-aDG cells, alpha-DG glycosylation AlphaScreen (IIH6); 0% Pro5, 100% B10-LARGE cell signal; activation, % at 10 µM; hit rate 0.22% among 360,000; AID 624168;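 active = activation of at least 8% versus controls, or a plate z-score of at least 8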;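 also: Pro5 are CHO cells carrying HIG-tagged alpha-DG that lacks glycosylation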
Exocytosis inh – blocks lytic granule exocytosis; TALL-104 LAMP-1 surface exposure, flow cytometry; cells stimulated with thapsigargin and PMA; inhibition, % at 10 µM; hit rate 0.66% among 360,000;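 active = inhibition above about 55%, limit read from the data; inconclusive = no clear call, values can overlap the other calls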
MC4R barr agon – agonists of human melanocortin 4 receptor (MC4R) beta-arrestin | P32245 | U2OS MC4R beta-arrestin complementation, luminescence; percent of melanotan II response, DMSO zero | activation, % at 8.9 µM | hit rate 0.98% among 360,000 | AID 540308;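 active = activation above a per-plate cutoff, the mean activation of sample wells on that plate plus 3 SD, cut at about 8% in these data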
ABCB6 inh MLPCN – human ABCB6 transporter inhibition | K562-ABCB6 porphyrin accumulation, flow cytometry, 1 h; stronger effect = lower value | fluorescence ratio to DMSO, % at 10 µM | hit rate 0.19% among 360,000 | AID 602162;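 active = fluorescence ratio to DMSO below 75%, the collection mean minus 3 SD; inconclusive = too few cells collected in the well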;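 also: signal is porphyrin accumulated inside mitochondria; 100% equals median channel fluorescence of DMSO control wells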
TLR9-MyD88 block – inhibitors of human TLR9-MyD88 binding; inhibition, % at 4.98 µM; AID 504734; hit rate 0.21% among 340,000; Q9NR96+Q99836; CHO BLA complementation TLR9-MyD88, CCF4 FRET ratio;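 active = inhibition above the mean over all tested compounds plus 3 SD, cut at about 21% in these data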;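 also: 0% = DMSO only wells and 100% = clavulanate BLA inhibitor control wells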
Target sequence (Q99836 whole entry, looked up): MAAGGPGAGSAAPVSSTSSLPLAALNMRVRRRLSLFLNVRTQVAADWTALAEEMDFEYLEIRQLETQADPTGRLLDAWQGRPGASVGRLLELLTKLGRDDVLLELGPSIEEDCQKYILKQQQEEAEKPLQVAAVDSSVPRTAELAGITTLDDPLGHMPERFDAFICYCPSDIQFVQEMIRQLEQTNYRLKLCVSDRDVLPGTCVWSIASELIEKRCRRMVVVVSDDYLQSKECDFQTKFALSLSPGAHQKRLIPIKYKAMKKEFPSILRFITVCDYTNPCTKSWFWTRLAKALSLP
Target sequence (Q9NR96 whole entry, looked up): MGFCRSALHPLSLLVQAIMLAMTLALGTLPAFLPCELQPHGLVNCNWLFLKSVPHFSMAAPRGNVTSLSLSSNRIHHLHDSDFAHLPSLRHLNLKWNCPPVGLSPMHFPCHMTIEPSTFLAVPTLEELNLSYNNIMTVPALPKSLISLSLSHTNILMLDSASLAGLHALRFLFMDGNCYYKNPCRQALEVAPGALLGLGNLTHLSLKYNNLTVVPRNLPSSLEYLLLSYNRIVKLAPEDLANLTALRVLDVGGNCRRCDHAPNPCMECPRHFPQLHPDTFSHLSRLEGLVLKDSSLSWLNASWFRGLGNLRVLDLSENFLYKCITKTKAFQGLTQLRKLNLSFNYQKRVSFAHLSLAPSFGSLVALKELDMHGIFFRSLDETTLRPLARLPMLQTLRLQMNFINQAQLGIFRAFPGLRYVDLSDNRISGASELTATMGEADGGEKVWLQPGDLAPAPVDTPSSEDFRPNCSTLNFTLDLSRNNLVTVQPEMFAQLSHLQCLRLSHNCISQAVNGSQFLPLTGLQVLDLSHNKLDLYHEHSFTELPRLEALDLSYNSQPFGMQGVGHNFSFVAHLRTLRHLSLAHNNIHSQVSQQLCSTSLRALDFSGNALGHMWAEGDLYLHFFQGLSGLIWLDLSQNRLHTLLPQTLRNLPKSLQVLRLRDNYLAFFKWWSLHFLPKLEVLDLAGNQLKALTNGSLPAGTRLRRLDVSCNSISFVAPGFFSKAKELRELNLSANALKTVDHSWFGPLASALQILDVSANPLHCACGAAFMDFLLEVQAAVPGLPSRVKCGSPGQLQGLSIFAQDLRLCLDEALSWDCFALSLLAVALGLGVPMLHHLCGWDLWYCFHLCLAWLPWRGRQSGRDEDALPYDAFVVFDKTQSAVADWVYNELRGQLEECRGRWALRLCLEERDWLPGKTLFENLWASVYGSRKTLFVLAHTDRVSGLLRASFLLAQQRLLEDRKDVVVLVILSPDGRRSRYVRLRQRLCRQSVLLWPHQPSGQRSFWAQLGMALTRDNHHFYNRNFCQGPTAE
NOD2 RIPK2 PPI – inhibitors of human NOD2-RIPK2 interaction | O43353 | CHO BLA complementation NOD2-RIPK2, CCF4 ratio | inhibition, % at 4.98 µM | hit rate 0.38% among 360,000; in the data active = inhibition above about 21%;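 also: 0% = vehicle only and 100% = reference blocker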
MC4R antagonist – human MC4R antagonism in cAMP assay | P32245 | MC4R-expressing cells, MTII-stimulated cAMP, LANCE TR-FRET | inhibition, % at 6.5 µM | hit rate 0.48% among 360,000;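 active = inhibition above its plate's cutoff, the mean of tested wells on that plate plus 3 SD, cut at about 29% in these data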;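 also: 0% = Melanotan II alone and 100% = Melanotan II plus saturating MCL0020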
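System: U2OS-MC4R stable cell line; Technique: Eu-cAMP/anti-cAMP TR-FRET, emission 671 nm; Repeats: single well per compound; Also added: Melanotan II; Dosing: one concentration, 6.5 µM nominal; Schedule: 30-min compound, 1-h challenge, 1-h detection, room temperature.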
N-glyco inh – blocks N-linked glycosylation in D54 reporter cells; D54 ERlucT glycosylation luciferase reporter, 24 h; percent of 100 nM tunicamycin response; hit rate 0.23% among 360,000; reporter increase, % at 12.5 µM;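 active = mean luciferase reporter signal, scaled so untreated is 0 and the glycosylation-blocking control 100, at or above a set limit in every replicate; inconclusive = mean reaches the limit but not every replicate does; inactive = mean below the limit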;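 also: luciferase carries N-glycosylation sites so blocking glycosylation raises the light; 0% = median of neutral control wells and 100% = median of 100 nM tunicamycin wells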
ABHD5-PLIN5 inh – blocks binding of human ABHD5 to perilipin-5; Q00G26+Q8WTS1; Split G. princeps luciferase complementation, luminescence, 4 h; inhibition, % at 4 µM; hit rate 0.78% among 360,000;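 active = inhibition above the mean inhibition across every tested compound plus 3 SD, cut at about 22% in these data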;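 also: 0% = DMSO only wells and the 100% control is not disclosed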
Vif inh – blocks HIV Vif function | AID 602346 | hit rate 0.35% among 340,000 | inhibition, % at 7.49 µM | HEK293T cells, Vif self-association by quenched fluorescence, imaging, 24 h; in the data active = inhibition above about 50%, passing the limit was not always enough; inconclusive = no clear call, values can overlap the other calls; inactive = below about 31%; also: some results filed as inactive read as strong as hits
* marks the source's active call; other numbers are inactive results; u = inconclusive; x = no result given.

SMILES	aDG glyco up	Exocytosis inh	MC4R barr agon	ABCB6 inh MLPCN	TLR9-MyD88 block	NOD2 RIPK2 PPI	MC4R antagonist	N-glyco inh	ABHD5-PLIN5 inh	Vif inh
C[C@@H](c1ccccc1)N1C[C@H](COCc2ccccc2)Oc2cc(N3CC[C@H](O)C3)ccc2S1(=O)=O	0.0	0	x	96	x	9	x	x	-13	x
Cc1ccc(N(C(=O)c2snc(C(N)=O)c2N)C(C(=O)NCc2ccccc2)c2ccncc2)c(C)c1 (configuration not stated)	-0.1	10	5.4	101	-1	-6	13	-1	-6	1
COc1cc(CN2CCC(n3nccc3NC(=O)c3ccc4c(c3)OCO4)CC2)ccc1O	-0.2	8	1.8	103	3	-9	-4	-1	1	3
Cc1cccc(Cc2nnc(CCC(=O)N(C)C3CCOC3)o2)c1 (configuration not stated)	-0.4	2	-2.8	106	5	-9	9	3	1	2
Cc1noc(C)c1C(=O)OCC(=O)NC(=O)NC12CC3CC(CC(C3)C1)C2	-0.1	0	1.8	108	-14	-4	3	1	1	-2
CSCCC(NC(=O)COc1ccccc1)C(=O)N1CCC(C(N)=O)CC1 (configuration not stated)	-0.1	-2	-0.3	94	-1	-3	-3	1	12	7
O=c1cc(CN2CCOCC2)c2ccc(O)c(O)c2o1	0.0	-8	-1.0	100	-11	-8	-3	-1	-17	11
COc1ccc2c(c1)SC1=NCCS(=O)(=O)N12	-0.3	-5	-0.9	101	0	1	3	2	0	7
Cc1ccc(C(OCC(O)CNC(C)c2ccccc2)c2ccccc2)cc1 (configuration not stated)	1.1	23	4.0	92	2	0	5	-7	9	-8
COc1cc(Cn2c3ccc(NC(=O)CCc4cccnc4)cc3c(=O)n2C)ccc1F	-0.2	-3	-0.6	93	x	-1	4	-2	-1	1
COc1cc(C2C(C(=O)/C=C/c3ccccc3)=C(O)C(=O)N2c2ccccn2)ccc1O (configuration not stated)	-0.8	3	-2.0	88	-1	-5	1	0	11	-2
CCCn1c(C)cc(/C=C(\C#N)C(=O)O)c1C	0.2	-3	1.8	99	-7	-12	2	0	4	-2
CC(C)(C)c1ccc(C(=O)Nc2ccc(CN3CCS(=O)(=O)CC3)cc2)cc1	0.3	16	-0.6	96	-8	-14	-1	2	3	-8
Cc1cc(C)c2nc3nc(C)c(C)cc3c(N)c2c1	0.6	6	-1.6	105	10	-9	-3	95*	0	1
COc1ccc(-c2c(C(=O)O)c(-c3ccccc3)cn2C)cc1	0.0	0	0.4	100	-6	6	0	0	-1	-3
Cc1occc1C(=O)NNC(=O)c1ccccc1C(=O)O	-0.4	-1	1.2	90	x	-15	-1	2	3	14
COc1ccc(-c2c(NC(=O)c3ccco3)n(-c3ccc(C)cc3)nc(C)c2=O)cc1	-0.1	6	-1.1	95	x	-7	4	0	0	-7
O=C(CCc1ccc(S(=O)(=O)NCc2ccccc2)cc1)NCc1cccnc1	0.2	-4	-2.2	93	3	-6	2	1	3	12
COc1ccc2c([N+](=O)[O-])c(Cl)[nH]c2c1	0.3	6	-4.9	99	-5	8	11	2	-2	-8
CSc1nc(O)c(Cc2ccccc2)c(=O)[nH]1	0.1	-2	-0.8	95	-1	3	2	0	3	-4
COc1ccc(C(C)(O)c2nc(-c3ccccc3C)cs2)cc1 (configuration not stated)	-0.1	-21	-0.1	101	x	5	-12	15	-8	4
COc1cc(/C=N/NC(=O)c2ccc(F)cc2)ccc1OC(=O)c1ccco1	-0.2	2	0.5	98	1	-8	2	2	2	3
O=C(Nc1csc(Cl)c1)c1ccccc1	0.0	-2	0.5	100	x	-13	-1	0	-10	7
O=[N+]([O-])c1cccc(-c2nnc3c4ccccc4c4ccccc4n23)c1	-0.1	2	-1.6	126	3	-3	-4	5	12	2
O=C1NC[C@H](Cc2ccccc2)N(CC2CCN(CCc3ccc(-c4ccccc4)cc3)CC2)C1=O	1.5	0	-2.4	97	-3	-3	8	2	-9	x
Cc1cc(NC(=O)COC(=O)C2CCN(S(=O)(=O)c3cccc(Cl)c3Cl)CC2)no1	-0.1	-2	-0.8	103	-5	1	8	1	7	1
CCOC(=O)c1c(C)nsc1NCc1ccccc1	0.1	-7	0.0	95	3	-6	-2	-7	-1	-1
CC(=O)c1c(N)nc2n(c1=O)CCCCC2	0.2	0	-0.4	89	-5	1	0	4	-3	-2
Cc1cc(C(=O)N2CCC(Cc3ccccc3)CC2)c(C)o1	-0.3	-3	-4.3	99	-9	1	-1	-4	2	-5
COc1ccccc1N1CCN(C2=Nc3cccc4cccc2c34)CC1	0.3	3	2.9	100	3	16	-13	2	1	-19

Part of the list above, with the structure last.
aDG glyco up | Exocytosis inh | MC4R barr agon | ABCB6 inh MLPCN | TLR9-MyD88 block | NOD2 RIPK2 PPI | MC4R antagonist | N-glyco inh | ABHD5-PLIN5 inh | Vif inh | compound
0.3 | 3 | 2.9 | 100 | 3 | 16 | -13 | 2 | 1 | -19 | COc1ccccc1N1CCN(C2=Nc3cccc4cccc2c34)CC1
-0.1 | 2 | -1.6 | 126 | 3 | -3 | -4 | 5 | 12 | 2 | O=[N+]([O-])c1cccc(-c2nnc3c4ccccc4c4ccccc4n23)c1

Carrying on.
SMILES	aDG glyco up	Exocytosis inh	MC4R barr agon	ABCB6 inh MLPCN	TLR9-MyD88 block	NOD2 RIPK2 PPI	MC4R antagonist	N-glyco inh	ABHD5-PLIN5 inh	Vif inh
C=C(C)C1CC=C(CN2CCN(Cc3ccccc3)CC2)CC1 (configuration not stated)	-0.1	44	3.0	97	8	5	16	-3	3	-4
Cc1nc(C(=O)NNC(=O)c2c(-c3c(Cl)cccc3Cl)noc2C)cs1	0.1	-4	-0.7	92	-3	-10	12	-1	3	9
CC(=O)Nc1ccc(CN2C(=O)C(Cc3ccccc3)ON=C2c2cccc(F)c2)cc1 (configuration not stated)	0.0	3	0.7	96	x	6	14	-2	3	0
CS(=O)(=O)N(CC(=O)N1CCCCCC1)c1ccc(Cl)cc1	0.0	5	-0.9	86	9	9	-2	0	-4	-2
Cc1ccc(NC(=O)N2CCN(C/C=C/c3ccccc3)CC2)cc1	0.1	12	0.6	102	2	0	-1	1	-2	-1
Cc1nn(Cc2ccccc2)c2c1C(c1ccccc1)C(C#N)=C(N)O2 (configuration not stated)	-0.1	1	-3.3	94	-3	3	0	-1	-3	3
CN1C(=O)CC(NNC(=O)c2ccccc2)C1=O (configuration not stated)	-0.2	0	-3.4	90	-3	-4	-1	1	0	2
CC(=O)Nc1ccc(S(=O)(=O)N2CCN=C2SCc2ccc([N+](=O)[O-])cc2)cc1	4.8	0	-1.7	99	4	1	0	7	-3	-9
C/C=C\C=C\C(=O)N1CC2(CC(c3cccc(NC(=O)CC(c4ccccc4)c4ccccc4)c3)=NO2)C[C@H]1C(N)=O (some centres not stated)	-0.5	13	-0.7	89	0	-4	5	-2	3	x
Cc1cccc(NC(=O)Cn2c(C)c(C#N)c3ccccc32)c1C	0.0	-1	1.4	89	3	2	2	-2	7	x
COc1ccccc1C(=O)Nc1ccc2c(c1)nc1n2CCN(Cc2ccccc2)C1	-0.3	0	-0.9	101	-3	3	11	0	6	3
Cc1c(NC(=S)NC(=O)C2CCCCC2)c(=O)n(-c2ccccc2)n1C	-0.3	0	-0.6	94	3	4	-3	1	1	9
Cc1c(NC(=O)C(C)N2C(=O)c3ccccc3C2=O)c(=O)n(-c2ccccc2)n1C (configuration not stated)	0.0	-6	-1.1	97	-1	-7	4	1	4	x
CCOc1ccc(NC(=O)CCNS(=O)(=O)c2cccc3nsnc23)cc1	-0.1	-3	-0.2	99	-1	-5	5	2	5	-7
Cc1cccc(-c2nnc(-c3ccccc3)o2)c1	-0.1	-2	-1.4	96	-15	2	6	-2	-5	-1
CC(=O)Nc1nonc1NC(C)=O	-0.3	-1	-1.4	98	-2	-7	6	1	1	3
CN/N=C/c1ccc(C#N)cc1	-0.3	-2	-0.8	97	2	-5	8	1	-7	x
COc1cc(OC)c2c(c1)C(=O)OC2OC (configuration not stated)	1.1	-13	2.7	100	0	-2	2	1	7	-8
CNC(=O)c1sc(-c2cccnc2)nc1C	-0.1	0	0.6	97	-9	-3	-1	1	0	1
Cc1cc(C)c(S(=O)(=O)N2CCC3(CC2)OCCN3S(=O)(=O)c2cccs2)c(C)c1	0.3	10	-2.1	98	-8	-4	8	-4	-9	x
O=C(Nc1ccccc1)C1=C[C@H](c2ccc3c(c2)OCO3)C[C@H](OCc2ccc(CO)cc2)O1	0.6	3	-1.9	98	-11	-2	9	-2	4	0
Cc1ccccc1Nc1nc(N)nc(CSc2nnc(-c3ccccc3)n2C)n1	0.2	-2	0.6	92	10	4	2	10	-5	x
CCOC(=O)C1CCCN(C(=O)c2cccc(N3C(=O)c4ccccc4C3=O)c2)C1 (configuration not stated)	2.2	3	3.5	104	-7	-3	10	0	9	14
COc1ccc(N(CC(=O)NCc2ccc3c(c2)OCO3)C(=O)c2csnn2)cc1	0.2	4	-0.6	100	-2	-5	3	-2	12	3
COc1ccc(CC(NC(C)=O)C(=O)NC2CCN(C(=O)c3cnccn3)CC2)cc1 (configuration not stated)	-0.1	1	0.7	95	14	6	-2	1	0	-7
CC1CCN(C(=O)CSc2nnc(-c3ccc(S(=O)(=O)N4CCOCC4)cc3)n2C)CC1	0.1	-2	-0.6	94	-6	-13	10	-1	5	x
NC(=S)NC(=O)/C=C/c1ccccc1	2.2	-1	-1.8	88	-4	-1	0	-10	-6	6
CCCCN1C(N)=NC[C@@H]1Cc1ccccc1	0.0	5	-0.5	91	6	-7	1	1	5	-3
O=C(CNC(=O)c1ccccc1)NC1(C(=O)NC2CCCC2)CCCCC1	0.0	-6	0.0	97	4	-7	2	2	3	u
NS(=O)(=O)c1ccc(CCNC(=O)CSc2nc3ccccc3c(=O)n2CCN2CCOCC2)cc1	-0.6	8	-2.2	95	-12	-1	2	2	-10	20
O=C(CCc1ccccc1)Nc1nc2c(F)cc(F)cc2s1	-0.2	-8	0.7	99	7	-4	4	2	-4	0
CN(C)c1ccc(-c2ccc3c(=O)c4ccccc4n(C)c3c2)cn1	0.2	-8	0.8	99	-2	-2	7	-5	1	7
COc1ccc(F)cc1CSc1nnnn1-c1ccc(O)cc1	-0.3	32	0.0	100	-1	-20	-4	-2	-8	1
O=S(=O)(c1ccc(F)cc1)N1CCN=C1SCc1cccc(F)c1	0.0	6	-0.7	103	-5	2	1	-1	-5	-3
COc1ccc(CCNC(=O)Nc2ccc3c(c2)c(=O)n(C)n3CC=C(C)C)cc1OC	0.0	-2	-1.0	98	x	1	7	0	0	-8
COc1ccc(CC(=O)OC(C)C(=O)Nc2ccc(S(N)(=O)=O)cc2)cc1 (configuration not stated)	0.1	0	-2.4	103	-11	-10	1	1	-2	0
C[C@]12CC[C@@H]3c4ccc(O)cc4CC[C@H]3[C@@H]1CC[C@@H]2OC(=O)CCC(=O)O	-0.1	-6	-0.2	95	-5	-7	6	4	-1	14
Cc1ccc(NC(=O)[C@H](CC(C)C)NC(=O)[C@@H]2Cc3ccccc3CN2)cc1	-0.4	4	-0.2	105	-1	-2	-5	0	-5	10

An excerpt (hit frequency here may not be typical).
